Compound activity deposited in PubChem by several laboratories.
DYRK1A inh – rat Dyrk1A kinase inhibitors, primary screen, biochemical, single point, plate reader; AID 504441, 2011; hit rate 0.43% among 310,000; inhibition, % at 12.5 µM; Dual specificity tyrosine-phosphorylation-regulated kinase 1A (Rattus norvegicus), Q63470; ADP-Glo luminescence, NFATc1 peptide; in the data active = inhibition above about 50%;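 note: plate controls were vehicle with enzyme for no effect and no enzyme for full effect; many of its hits are not listed in these tables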
PolyA inhibitor – polyadenylation inhibitors in yeast reporter cells, primary screen, luminescence, S. cerevisiae; S. cerevisiae SKY197-pL101 polyadenylation reporter, beta-gal luminescence; efflux-impaired pdr1/pdr3 knockout yeast; score 100 = 6 SD above DMSO; calls only at 12 µM; hit rate 0.02% among 300,000; AID 1875, 2009;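 active = lowest replicate activity score at least 50, where 100 means six control SD above control mean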;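 note: yeast exposed to compound for 9 h at 30 °C; higher score means more reporter readthrough which indicates perturbed polyadenylation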
TRPC4 agonist – activators of mouse TRPC4 channel, primary screen, Fluo4 calcium, HEK293 TRPC4beta/mu-opioid cells | B-score at 10 µM | hit rate 0.49% among 310,000 | AID 2237, 2010 | Fluo4 calcium fluorescence; hits give high values;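 active = B-score above 5 SD of library B-scores, and initial fluorescence ratio not above library mean plus 5 SD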;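 note: positive B-score marks a calcium rise read as TRPC4 activation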
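Technique: kinetic Fluo4 calcium fluorescence; Test system: TRPC4beta and mu-opioid receptor HEK293 stable cells; Measure: B-scored integrated calcium fluorescence ratio; Benchmarks: low control buffer alone, high control maximal DAMGO; Schedule: 45 min room-temperature Fluo4 loading, 110 s read.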
KCNQ1 act – potentiators or activators of KCNQ1 channel, primary screen, cell-based, thallium flux, high-throughput; Potassium voltage-gated channel subfamily KQT member 1 (Homo sapiens), P51787; CHO-K1 KCNQ1, thallium flux FluxOR fluorescence; hits give high values; B-score at 10 µM; hit rate 0.35% among 310,000; AID 2648, 2010;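 active = fluorescence ratio B-score, a plate-corrected score, at least three library SD, with initial intensity B-score within 5 SD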
Target sequence (P51787 whole entry, looked up): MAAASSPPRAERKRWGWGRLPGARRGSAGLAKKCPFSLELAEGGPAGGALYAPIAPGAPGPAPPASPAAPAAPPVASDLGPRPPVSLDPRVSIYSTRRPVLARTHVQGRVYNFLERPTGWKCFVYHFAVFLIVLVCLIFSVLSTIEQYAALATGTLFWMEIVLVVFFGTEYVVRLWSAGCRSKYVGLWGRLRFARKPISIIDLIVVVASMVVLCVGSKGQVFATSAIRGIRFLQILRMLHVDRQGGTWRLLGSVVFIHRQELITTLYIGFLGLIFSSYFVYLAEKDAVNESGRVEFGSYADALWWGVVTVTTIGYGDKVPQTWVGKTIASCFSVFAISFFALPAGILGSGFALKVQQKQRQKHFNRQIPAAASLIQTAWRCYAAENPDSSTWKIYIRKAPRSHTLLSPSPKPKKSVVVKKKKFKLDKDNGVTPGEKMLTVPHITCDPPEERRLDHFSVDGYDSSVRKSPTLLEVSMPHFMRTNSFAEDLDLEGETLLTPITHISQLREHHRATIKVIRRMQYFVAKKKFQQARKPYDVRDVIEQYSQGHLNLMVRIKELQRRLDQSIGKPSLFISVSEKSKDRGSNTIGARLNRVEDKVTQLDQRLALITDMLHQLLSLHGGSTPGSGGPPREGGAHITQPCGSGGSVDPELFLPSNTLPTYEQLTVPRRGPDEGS
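System: CHO-K1 cells stably expressing KCNQ1 / Medium: assay buffer for compound exposure, DMSO matched across wells / Reagent: thallium- and potassium-containing depolarizing buffer / Compound: one concentration, matched DMSO / Incubation: 20 min compound pretreatment at room temperature / Measured by: kinetic FluxOR fluorescence, 10 s baseline plus 110 s post-stimulus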
Platelet DG rel – inhibitors of platelet dense granule secretion, primary screen, cell-based, MLPCN, human platelets; human platelet-rich plasma, SFLLRN dense granule ATP release, luminescence; inhibition, %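 (compounds screened at 7.5 µM in platelet-rich plasma)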; hit rate 0.22% among 300,000; AID 1663, 2009;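 active = mean replicate score, as percent of positive control, at or above 50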
hERG rescue – hERG rescue from dofetilide block, primary screen, cell-based, CHO-hERG, FluxOR thallium flux, dofetilide IC70; Voltage-gated inwardly rectifying potassium channel KCNH2 (Homo sapiens), Q12809; dofetilide IC70 present; activation (rescue from dofetilide block), less the hit threshold, % at 10 µM; hit rate 0.51% among 310,000;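 active = activation above the mean of controls blocked by dofetilide plus 5 SD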;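 note: thallium influx through hERG after potassium depolarization seen as dye fluorescence rise; in these data hits start at about 4.7%; inactives centre near -7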
KCNK3 block – human KCNK3 channel inhibitors, primary screen, CHO cells, FluxOR thallium flux, B-score; Potassium channel subfamily K member 3 (Homo sapiens), O14649; FluxOR fluorescence; hits give low values; B-score at 10 µM; hit rate 0.84% among 340,000; AID 602410, 2012;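 active = B-score under library mean minus 4 SD, starting fluorescence ratio at most library mean plus 5 SD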;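 note: more negative B-score means stronger inhibition of thallium flux through KCNK3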
TRPC4 inh – inhibitors of mouse TRPC4 channel, primary screen, Fluo4 calcium, HEK293 TRPC4beta/mu-opioid cells. Short transient receptor potential channel 4 (Mus musculus), Q9QUQ5. DAMGO-evoked Fluo4 calcium flux; hits give low values. B-score at 10 µM. hit rate 0.39% among 300,000;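 active = B-score over 3 SD under the library average, no early fluorescence shift, positive overall ratio signal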
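Test system – stable TRPC4beta/mu-opioid receptor HEK293 cells · Probe or stimulus – DAMGO, a submaximal dose followed by a maximal one · Dosing – one concentration per compound · Signal – Fluo4 calcium fluorescence by kinetic imaging, 5 s 1 Hz baseline · Evaluation – per-well B score of integrated baseline-normalized Fluo4 ratio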
TRPC4 PAM – positive allosteric modulators of TRPC4, primary screen, cell-based, mouse TRPC4beta, HEK293 mu-opioid, Fluo-4 calcium | Short transient receptor potential channel 4 (Mus musculus), Q9QUQ5 | DAMGO EC20, Fluo-4 Ca2+ flux; hits give high values | B-score at 10 µM | hit rate 0.42% among 310,000 | AID 2227, 2009;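 active = B-score of calcium response area above 5 SD of library B-scores, with initial fluorescence ratio within 5 SD of library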;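 note: B-score of integrated fluorescence ratio over time as area under calcium response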
KCNQ1 block – inhibitors of human KCNQ1 channel, primary screen, cell-based, thallium flux, high-throughput. CHO-K1 KCNQ1, FluxOR thallium flux fluorescence; hits give high values. B-score at 10 µM. AID 2642, 2010. hit rate 1.3% among 310,000. Potassium voltage-gated channel subfamily KQT member 1 (Homo sapiens), P51787;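 active = compounds whose thallium flux B-score, printed positive for inhibition, exceeds three library SD while starting fluorescence stays within three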;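 note: channel opened by potassium depolarization with thallium stimulus after 20 min compound exposure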
KCNK9 inh – KCNK9 potassium channel inhibitors, primary screen, HEK293 cells, thallium flux; Potassium channel subfamily K member 9 (Homo sapiens), Q9NPC2; FluxOR thallium flux fluorescence; hits give low values; B-score at 10 µM; hit rate 1.2% among 310,000; AID 488922, 2010;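 active = ratio B-score over 3 SD below the library mean, with starting fluorescence within 5 SD of its mean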;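 note: negative B-score means less thallium flux so channel inhibition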
Target sequence (Q9NPC2 whole entry, looked up): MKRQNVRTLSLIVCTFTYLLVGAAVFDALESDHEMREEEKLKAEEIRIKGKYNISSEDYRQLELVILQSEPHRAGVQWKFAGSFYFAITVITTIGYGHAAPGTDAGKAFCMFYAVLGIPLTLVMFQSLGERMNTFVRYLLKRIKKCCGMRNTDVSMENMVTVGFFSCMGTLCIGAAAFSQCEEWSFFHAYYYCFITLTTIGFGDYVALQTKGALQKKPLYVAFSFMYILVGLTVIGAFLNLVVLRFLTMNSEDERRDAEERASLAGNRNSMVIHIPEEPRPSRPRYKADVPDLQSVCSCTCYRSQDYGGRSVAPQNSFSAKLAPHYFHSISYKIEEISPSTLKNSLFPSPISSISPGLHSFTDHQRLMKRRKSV
Numbers without * were called inactive; i = inactive; . = no result given. An excerpt; count on the stated rates, not on these rows.

molecule | DYRK1A inh | PolyA inhibitor | TRPC4 agonist | KCNQ1 act | Platelet DG rel | hERG rescue | KCNK3 block | TRPC4 inh | TRPC4 PAM | KCNQ1 block | KCNK9 inh
CC(C)(C)n1nc2c(c1NC(=O)c1ccccc1F)CS(=O)C2 (configuration not stated) | 6.3 | i | i | i | -23.8 | -13.4 | i | i | i | i | i
O=C1CN(C(=O)COc2ccc(F)cc2Cl)c2ccccc2N1 | 11.5 | i | i | i | 18.1 | -6.1 | i | i | i | i | i
Cn1c(Cc2cccs2)nnc1SCC(=O)N1CCCc2ccccc21 | 3.3 | i | i | i | 2.3 | -5.5 | i | i | i | i | i
Cn1nc(-c2ccccn2)nc2c(=O)n(C)c(=O)nc1-2 | 80.7* | . | i | i | 147.9* | -4.5 | i | i | i | i | i
Cc1cc(NC(=O)CNCC(c2ccccc2)N(C)C)c([N+](=O)[O-])cc1C (configuration not stated) | -2.0 | i | i | i | -9.5 | -4.0 | i | i | i | i | i
C=CCn1c(SCC(=O)N(C)C)nc2sc3c(c2c1=O)CCC3 | 1.5 | i | i | i | 1.1 | -6.0 | i | i | i | i | i
CCC(C)(C)n1nnnc1C(c1cc2ccc(OC)cc2[nH]c1=O)N1CCc2ccccc21 (configuration not stated) | 6.8 | i | i | i | 8.4 | -20.0 | i | i | i | i | i
Cc1nn(Cc2ccccc2)c(C)c1NC(=O)CCCn1nc([N+](=O)[O-])c(Cl)c1C | 8.9 | i | i | i | -24.2 | -6.7 | i | i | i | i | i
CCOP(=O)(c1ccc(N(C)C)cc1)C(O)c1ccncc1 (configuration not stated) | -6.0 | i | i | i | -5.2 | -7.9 | i | i | i | i | i
COc1cc(/C=N/NC(=Nc2ccc(C)cc2)c2nc3ccccc3s2)ccc1O | 0.6 | i | i | i | 8.0 | -10.1 | i | i | i | i | i
c1ccc2c(c1)[nH]c1c(N3CCC4(CC3)OCCO4)ncnc12 | 17.9 | i | i | i | -0.9 | -18.5 | i | i | i | i | i
Cc1c(Br)c([N+](=O)[O-])nn1C(C)C(=O)N1CCCc2ccccc21 (configuration not stated) | -0.1 | i | i | i | 2.3 | -0.6 | i | i | i | i | i
CCOC(=O)N1CCN(C(=O)CSCc2nc(-c3ccccc3F)oc2C)CC1 | -3.9 | i | i | i | 2.6 | -15.0 | i | i | i | i | i
O=S(=O)(Nc1ccccc1O)c1cccc2cccnc12 | -6.0 | i | i | i | 1.7 | -11.2 | i | i | i | i | i
COc1ccc(CC(=O)N2CCN(c3ccc(C4=NNC(=O)CC4C)cc3)CC2)cc1 (configuration not stated) | -2.0 | i | i | i | 66.5* | -8.2 | i | i | i | i | i
COc1ccccc1/C=[N+](\[O-])C1SC(=S)N(C)C1(C)C (configuration not stated) | 2.4 | i | i | i | 5.7 | -2.4 | i | i | i | i | i
O=C(Cc1n[nH]c(=O)c2ccccc12)Nc1ccc(-c2nnc3n2CCCCC3)cc1 | 5.8 | i | i | i | 0.8 | -3.4 | i | i | i | i | i
O=C(N/N=C/c1ccc([N+](=O)[O-])o1)c1ccc(O)cc1 | 21.6 | i | i | i | 0.3 | -4.0 | i | i | i | i | i
CSc1ccccc1NC(=O)CN(C)CC(=O)Nc1ccccc1C(F)(F)F | -7.9 | i | i | i | -11.3 | -9.3 | i | i | i | i | i
COc1ccc(N2Cc3ccc(OC)c(OC)c3C2=O)cc1 | 12.4 | i | i | i | 1.1 | -5.9 | i | i | i | i | i
Cc1c(Nc2cc(N3CCCC(C)C3)c3nonc3c2[N+](=O)[O-])c(=O)n(-c2ccccc2)n1C (configuration not stated) | 7.0 | i | i | i | 1.9 | -1.9 | i | i | i | i | i
Cc1ccccc1N(C(=O)Cc1c[nH]c2ccccc12)C(C(=O)NC1CCCCC1)c1ccco1 (configuration not stated) | 1.4 | i | i | i | -11.7 | -8.1 | i | i | i | i | i
Cc1cc(C(=O)N/N=C2\CC(=O)CC(C)(C)C2)c2ccccc2n1 | 7.5 | i | i | i | -3.1 | -6.8 | i | i | i | i | i
C=CCSc1ncc(-c2ccccc2)cn1 | -3.5 | i | i | i | 1.7 | -7.9 | i | i | i | i | i
Cc1cc(NC(=O)C2C3C(=O)N(CCC(C)C)C(C(=O)NCc4ccccc4)C34C=CC2(C)O4)no1 (configuration not stated) | 1.3 | i | i | i | 4.6 | -9.1 | i | i | i | i | i
CCn1c(COc2c(C)cccc2C)nnc1SCc1nc2ccccc2c(=O)[nH]1 | -0.1 | i | i | i | -0.9 | -11.2 | i | i | i | i | i
Clc1cccc(CN2CCc3c([nH]c4ccccc34)C2)c1Cl | -0.7 | i | i | i | 3.0 | -3.3 | i | i | i | i | i
CC1CCc2c(c3ccccc3[nH]c2=O)O1 (configuration not stated) | 13.6 | i | i | i | -5.3 | -5.7 | i | i | i | i | i
COC(=O)c1ccc(N=Cc2c(C(F)(F)F)[nH]n(C)c2=O)cc1 | -6.0 | i | i | i | 2.1 | -5.0 | i | i | i | i | i
Nc1ccc(-c2nc3ccc(C(=O)O)cc3s2)cc1 | 43.5 | i | i | i | 14.3 | -5.5 | i | i | i | i | i
CCOc1c(Cl)cc(/C=C/C(=O)N(CC)CC(=O)NCc2cccs2)cc1OC | 7.1 | i | i | i | 0.3 | -13.8 | i | i | i | i | i
Cc1cccc(C)c1N1CCN(C(=O)Cn2cncn2)CC1 | . | i | i | i | 0.3 | 2.8 | i | i | i | i | i
O=C(COC(=O)c1cccnc1Cl)NCc1ccco1 | -3.2 | i | i | i | -2.3 | -18.9 | i | i | i | i | i
Fc1ccc(N2N=C(c3cccs3)CC2c2ccccc2)cc1 (configuration not stated) | 2.5 | i | i | i | -6.9 | -13.1 | i | i | i | i | -11.2*
Cc1cc(C)c(OCC(O)CN2CCN(C(=O)c3ccccc3)CC2)c(C)c1 (configuration not stated) | 15.0 | i | i | i | 1.7 | -3.4 | i | i | i | i | i
COc1ccccc1NC(=O)COC(=O)c1ccccc1C(=O)N1CCN(c2ccccc2)CC1 | . | i | i | i | 1.4 | -3.1 | i | i | 11* | i | i
COC(=O)c1cc(C#N)c(Oc2cccc(C)c2C)nc1C | 8.6 | i | i | i | -3.8 | -4.6 | i | i | i | i | i
O=C(Cc1c(Cl)cccc1Cl)Nc1cccnc1 | 0.2 | i | i | i | 0.0 | -13.8 | i | i | i | i | i
COc1ccc(N2CCN(C(=O)c3cc4c(C)nc5ccccc5c4o3)CC2)cc1 | 25.4 | i | i | i | -2.1 | -12.1 | i | i | i | i | i
CCN(CC(=O)NCc1cccs1)C(=O)c1ccc(S(=O)(=O)N(C)C)cc1 | 2.8 | i | i | i | -3.6 | -17.8 | i | i | i | i | i
Cc1cccc2cc(CN(CC3CCCO3)C(=S)Nc3ccccc3)c(=O)[nH]c12 (configuration not stated) | -8.3 | i | i | i | 10.6 | -7.7 | i | i | i | i | i
CC(OC(=O)CNC(=O)c1ccc2ccccc2c1)C(=O)NC1CCCCC1C (configuration not stated) | 4.2 | i | i | i | -1.4 | -17.7 | i | i | i | i | i
NS(=O)(=O)c1ccc(CCNC(=O)CSc2ccsc2[N+](=O)[O-])cc1 | 2.4 | i | i | i | -4.1 | -4.4 | i | i | i | i | i
Cc1ccc(C(=O)c2cnc3ccccc3c2-c2ccccc2)cc1 | -0.9 | i | i | i | -0.5 | -5.5 | -9.78* | i | i | i | i
O=C(NC1CCCCC1)C(c1cccnc1)N(C(=O)c1csnn1)c1ccccc1F (configuration not stated) | -4.2 | i | i | i | -2.5 | -6.5 | i | i | i | i | i
Cc1ccccc1N(CC(=O)O)S(C)(=O)=O | 1.9 | i | i | i | -4.9 | -4.5 | i | i | i | i | i
Cc1cc(Cl)c2oc(C(=O)N3CCN(c4cccc(C)n4)CC3)c(C)c2c1 | 4.3 | i | i | i | 6.2 | -6.4 | i | i | i | i | i
CC(C)CN(C(=O)CN1CCCCCC1)c1c(N)n(CC(C)C)c(=O)[nH]c1=O | -2.5 | i | i | i | -4.3 | -12.8 | i | i | i | i | i
COCCN1C(=O)N(c2cccc(OC)c2)C(=O)C1CC(=O)Nc1ccc(OC)cc1 (configuration not stated) | 1.5 | i | i | i | -1.9 | -5.1 | i | i | i | i | i
O=C(NC1CCCCCC1)c1ccc(CS(=O)(=O)Cc2ccccc2F)o1 | 2.2 | . | i | i | 9.7 | -10.2 | i | i | i | i | i

(cont.)
molecule | DYRK1A inh | PolyA inhibitor | TRPC4 agonist | KCNQ1 act | Platelet DG rel | hERG rescue | KCNK3 block | TRPC4 inh | TRPC4 PAM | KCNQ1 block | KCNK9 inh
CCCCOCCCNC(=O)CCCOc1ccccc1 | 6.0 | i | i | i | 1.0 | -4.4 | i | i | i | i | i
CCO[C@H]1OC(C(=O)N2CCOCC2)=C[C@@H](c2coc3ccccc3c2=O)[C@@H]1CCCO | 3.8 | i | i | i | 17.7 | -6.4 | i | i | i | i | i
COc1cc(CN2CCNC(=O)C2CC(=O)N2CCCO2)cc(OC)c1 (configuration not stated) | 3.8 | i | i | i | 4.5 | -2.5 | i | i | i | i | i
C=CCSc1nnc(-c2nnc(SCC=C)n2-c2ccccc2)n1-c1ccccc1 | 2.3 | i | i | i | 1.4 | -4.1 | i | i | i | i | i
COc1ccc2[nH]cc(/C=N/NS(=O)(=O)c3ccc(C)cc3)c2c1 | . | i | i | i | -2.2 | -22.2 | i | i | i | i | i
COc1cc(OC)c(OC)cc1CN1CCN(c2ccccc2OC)CC1 | 9.2 | i | i | i | 5.9 | -7.7 | i | i | i | i | i
COc1ccc(S(=O)(=O)NC(CC(=O)O)c2ccco2)cc1 (configuration not stated) | -6.3 | i | i | i | -4.7 | -13.9 | i | i | i | i | i
